Assay outcomes as filed in PubChem.
FXIa inh 1536: factor XIa (human) inhibition | P03951 | purified FXIa, Boc-Glu-Ala-Arg-AMC fluorogenic substrate | inhibition, % at 5 µM | 0.14% of 220,000 active;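 active = inhibition of at least 40%; inactive = inhibition below 40%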;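 also: fluorescence of freed AMC excited at 355 nm; 0% = enzyme without compound and 100% = no enzyme blank; many of its hits are not listed in these tables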
hK5 inh: inhibitors of human kallikrein 5 | 0.59% of 210,000 active | Q9Y337 | recombinant hK5, fluorogenic AMC substrate cleavage | inhibition, % at 5 µM | AID 873;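 active = inhibition of 40% or more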;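 also: 0% = enzyme controls without compound and 100% = no-enzyme blanks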
Target sequence (Q9Y337 67-293 limits assumed): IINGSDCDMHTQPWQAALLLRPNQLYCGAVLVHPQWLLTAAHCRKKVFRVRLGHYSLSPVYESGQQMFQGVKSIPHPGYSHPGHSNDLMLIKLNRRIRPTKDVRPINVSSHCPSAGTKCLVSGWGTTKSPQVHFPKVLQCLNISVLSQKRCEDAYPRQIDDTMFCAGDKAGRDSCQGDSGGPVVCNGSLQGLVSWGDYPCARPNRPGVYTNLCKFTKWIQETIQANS
p97 ATPase inh: blocks human p97 ATPase activity; P55072; recombinant p97 ATPase, Kinase-Glo ATP luminescence, 3 h; inhibition, % at 8 µM; 0.42% of 220,000 active; AID 1481; in the data active = inhibition above about 15%;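 also: 0% = DMSO vehicle and 100% = wells lacking enzyme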
Target sequence (P55072 whole entry, looked up): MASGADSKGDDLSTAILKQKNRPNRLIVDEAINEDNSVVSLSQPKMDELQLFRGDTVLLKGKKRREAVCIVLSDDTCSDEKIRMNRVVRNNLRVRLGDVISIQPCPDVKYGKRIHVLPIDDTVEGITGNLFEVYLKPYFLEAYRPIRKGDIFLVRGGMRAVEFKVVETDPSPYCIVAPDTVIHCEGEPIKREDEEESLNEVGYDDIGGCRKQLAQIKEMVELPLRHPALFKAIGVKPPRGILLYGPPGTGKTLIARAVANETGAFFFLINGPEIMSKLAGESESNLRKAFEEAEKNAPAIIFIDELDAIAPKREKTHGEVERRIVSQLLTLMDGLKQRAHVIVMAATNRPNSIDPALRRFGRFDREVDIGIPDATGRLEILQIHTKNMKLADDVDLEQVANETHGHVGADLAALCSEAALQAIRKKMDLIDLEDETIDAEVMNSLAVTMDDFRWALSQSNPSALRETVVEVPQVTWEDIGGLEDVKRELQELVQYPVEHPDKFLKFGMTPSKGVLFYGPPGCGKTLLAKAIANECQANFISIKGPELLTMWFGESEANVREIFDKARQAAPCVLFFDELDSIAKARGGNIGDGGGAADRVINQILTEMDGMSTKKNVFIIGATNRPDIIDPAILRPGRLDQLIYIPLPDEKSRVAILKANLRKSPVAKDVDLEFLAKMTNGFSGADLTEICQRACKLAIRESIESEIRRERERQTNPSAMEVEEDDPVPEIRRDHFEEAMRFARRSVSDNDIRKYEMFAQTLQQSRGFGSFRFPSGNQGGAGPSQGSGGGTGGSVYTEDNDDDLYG
14-3-3 Bad inh: disrupts binding of bovine 14-3-3 zeta to phospho-Bad peptide | 0.71% of 220,000 active | inhibition, % at 21.7 µM | TR-FRET 14-3-3zeta/Dy647-pBad peptide displacement, 1 h | P63103;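 active = inhibition above about 70%, limit read from the data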;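 also: 0% = full 14-3-3 plus peptide FRET controls and 100% = background without 14-3-3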
Wee1 degr inh: inhibitors of human Wee1 degradation; P30291; HeLa Luc-Wee1K328M stability, luciferase luminescence; 100% = proteasome inhibitor MG132 effect; reporter increase, % at 5 µM; 1.2% of 220,000 active;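 active = activation above the mean of all tested compounds plus 3 SD, set per screening run, cut at about 8.8% in these data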;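 also: cells exposed to compound for 20 h before luminescence read; 0% = DMSO alone and 100% = MG132 at 30 µM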
eIF4E-4G inh: inhibitors of eIF4E and eIF4G interaction in translation initiation | P63073+Q04637 | TR-FRET eIF4E-eIF4GI(517-606) binding, 2 h | inhibition, % at 21.7 µM | 0.37% of 220,000 active;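 active = inhibition above about 30%, limit read from the data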;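 also: 0% = full FRET control wells and 100% = background wells lacking eIF4GI fragment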
Rad51 HR inh: blocks human Rad51 in homologous recombination; 0.085% of 200,000 active; AID 1385; inhibition, % at 10 µM; hRad51 DNA strand exchange, fluorescence dequenching; Q06609;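 active = inhibition above 40% at the single screening dose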;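 also: 0% = DMSO control wells and 100% = blanks with heterologous ssDNA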
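Assay system: Human Rad51 nucleoprotein filaments preassembled on unlabelled ssDNA | Reagent: Donor/quencher-labelled 47-bp dsDNA substrate | Doses: One concentration, 10 µM final | Times: 37 °C 15-min filament assembly, 30-min compound preincubation, 15-min exchange | Technique: Fluorescein emission 520 nm, excitation 485 nm | Benchmarks: Plate control and blank wells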
FXIIa inh: blocks human coagulation factor XIIa protease activity. P00748. purified FXIIa, Boc-QGR-AMC fluorogenic substrate, 2 h. inhibition, % at 5 µM. 0.3% of 220,000 active; in the data active = inhibition above about 40%;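 also: 0% = enzyme with no compound and 100% = blank without enzyme; many of its hits are not listed in these tables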
Mdm2 ligase inh: inhibitors of human Mdm2 E3 ubiquitin ligase | Q00987 | cell-based MDM2 ubiquitination luciferase reporter, 2 h; 0 = plate control, 100 = twice control, blank-subtracted | signal enhancement, % at 5 µM | 0.11% of 210,000 active;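 active = signal enhancement of 30% or more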;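 also: luminescence tracks abundance of the self-degrading MDM2-luciferase fusion protein; higher signal means inhibition of MDM2 E3 ligase activity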
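Assay system: stable mammalian line carrying autodegrading MDM2–luciferase fusion reporter; Input: 2000 cells in each well; Compound dosing: single-point 5 µM; Schedule: 2 h compound exposure at 37 °C; Signal: SteadyLite luciferase luminescence after 15 min room-temperature reagent incubation; Evaluation: % luminescence enhancement versus blank-corrected plate control mean; Benchmarks: plate controls and plate blanks.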
An asterisk follows results filed as active; i = inactive; . = no result given; [ ] = another dose, or the depositor's remark. Some of the compounds tested. The share of hits here may be higher or lower than overall.

Values run as follows: FXIa inh 1536, hK5 inh, p97 ATPase inh, 14-3-3 Bad inh, Wee1 degr inh, eIF4E-4G inh, Rad51 HR inh, FXIIa inh, Mdm2 ligase inh
CC1CN=C(NC(C)c2ccccc2)S1 (stereo not given)
→ 2, 5, 1, 7, 3, 2, 2, 10, -16
Cc1cc([P+](=O)O)c(C)n1-c1ccc(Br)cc1
→ 9, -11, 7, 37, -2, -5, -8, 24, -6
CCN(CC)C(=O)N[C@H]1C[C@@H]2c3cccc4[nH]cc(c34)C[C@H]2N(C)C1
→ 11, -12, 6, -4, -3, 2, -3, 12, .
Cc1cc(C)n(-c2ccc(NN=C(C#N)C#N)cc2)n1
→ -7, -10, 15, 2, -2, 2, 1, 2, -32
CNC(=S)N/N=C1\C2CN3CCN(C2)CC1(c1ccccc1)C3
→ 6, -19, 2, -19, 1, 8, 9, 15, -21
COP(=O)(NC(=O)C(Cl)(Cl)Cl)OC
→ -3, -2, 13, 6, 3, -1, -21, -3, -11
COCCOC(=O)c1c(N)n(Cc2ccccc2)c2nc3ccccc3nc12
→ 7, -3, 9, 5, -2, -1, 17, 6, -5
CCOC(=O)C(O)(c1ccc(NC(=S)NC(=O)c2ccc(Cl)cc2Cl)c(C)c1)C(F)(F)F (stereo not given)
→ -7, -3, -9, 0[fluorescence artefact?], -2, -7, -4, 7, -15
CN1CN(c2cccc([N+](=O)[O-])c2)CN=C1N[N+](=O)[O-]
→ -3, 1, 3, -8, 9, -2, 3, ., -8
Nc1ccncc1
→ 1, -12, 3, -1, -3, -1, 2, 10, .
COc1ccc(CN2C(=O)CC(=O)NC2=O)cc1
→ 3, -1, 2, 31[fluorescence artefact?], 2, 7, -29, 11, -12
COc1ccc(Br)cc1CN1CCN(CCO)CC1
→ -3, -11, 3, 59[fluorescence artefact?], 1, 9, 9, 5, -22
CCCCn1c(O)c(C(C)=Nc2c(C)n(C)n(-c3ccccc3)c2=O)c(=O)[nH]c1=O
→ 3, 5, 0, 7, -2, 0, 6, 16, -2
CC(C)(C)C(=O)OCC12CCC(O1)C1(C)C(=O)OCC21 (stereo not given)
→ 6, 19, 2, 2[fluorescence artefact?], 3, 6, 9, 3, 0
Cn1c(O)c(C=NCCN2CCN(C(=O)Nc3ccccc3)CC2)c(=O)n(C)c1=O
→ -2, 2, 3, -3, 1, 0, -7, 14, -14
CCOc1ccc(CC2C(=O)NC(=O)N(c3ccc(CC)cc3)C2=O)cc1 (stereo not given)
→ 18, -19, -8, 4, 0, -11, 0, 25, -31
C(=NC12CN3CN(CN(C3)C1)C2)c1cccnc1
→ 1, -13, 5, -7, 0, 0, -4, 8, 1
Cc1c(C=O)c2ccccc2n1Cc1ccccc1F
→ -2, -6, 3, -2, -3, 2, ., 3, 13
COc1ccc(CN2C(=O)NC(=O)/C(=C\c3ccc(OC)c(OC)c3OC)C2=O)cc1
→ 0, -25, 4, -14, 1, -4, 3, 12, -7
O=c1[nH]c(O)c(C=Nc2ccccc2[N+](=O)[O-])c(=O)[nH]1
→ 4, 2, -3, 4, -1, 1, -3, 7, -7

Random excerpt: 5 records from the list.
Values run as follows: FXIa inh 1536, hK5 inh, p97 ATPase inh, 14-3-3 Bad inh, Wee1 degr inh, eIF4E-4G inh, Rad51 HR inh, FXIIa inh, Mdm2 ligase inh
Cc1cc(C)n(-c2ccc(NN=C(C#N)C#N)cc2)n1
→ -7, -10, 15, 2, -2, 2, 1, 2, -32
O=c1[nH]c(O)c(C=Nc2ccccc2[N+](=O)[O-])c(=O)[nH]1
→ 4, 2, -3, 4, -1, 1, -3, 7, -7
Cc1c(C=O)c2ccccc2n1Cc1ccccc1F
→ -2, -6, 3, -2, -3, 2, ., 3, 13
COc1ccc(Br)cc1CN1CCN(CCO)CC1
→ -3, -11, 3, 59[fluorescence artefact?], 1, 9, 9, 5, -22
CNC(=S)N/N=C1\C2CN3CCN(C2)CC1(c1ccccc1)C3
→ 6, -19, 2, -19, 1, 8, 9, 15, -21

(listing goes on)
Values run as follows: FXIa inh 1536, hK5 inh, p97 ATPase inh, 14-3-3 Bad inh, Wee1 degr inh, eIF4E-4G inh, Rad51 HR inh, FXIIa inh, Mdm2 ligase inh
Cn1cccc1CNCCc1ccc(F)cc1
→ -11, -11, 0, -6, -1, -7[fluorescence artefact?], -3, -2, .
CCOC(=O)c1c(NC(=O)C(c2ccccc2)c2ccccc2)sc2c1C1CCN2CC1
→ -1, 8, -12, 79*, 0, 2, -51, 6, 0
COc1ccc(-n2c(O)c(C(C)=NC3CC3)c(=O)[nH]c2=O)cc1
→ -3, 4, 1, -13, 3, -21, 1, -7, -8
O=C1NC(=O)C2(Cc3ccccc3N3CCCC32)C(=O)N1c1ccccc1 (stereo not given)
→ 3, -17, 2, 7[fluorescence artefact?], 2, -3, -2, 11, 11
O=C1C2CCCN2C(c2ccccc2)N1c1ccccn1 (stereo not given)
→ 2, 2, -7, 1[fluorescence artefact?], 2, 5[fluorescence artefact?], -7, 13, -9
CN(C)c1ccc(/C=C/c2cc[n+](C)c3ccccc23)cc1
→ -3, -20, -5, -58, 2, -22, 17, -2, -36
O=C(Nc1ccc(Cl)cc1C(=O)c1ccccc1)c1ccccc1
→ 1, 1, 2, -6, 1, -5, ., 10, -6
COc1ccccc1OCC#CCN1CCOCC1
→ 0, ., 2, 44, 4, 2, ., 5, .
CC(=NCc1ccco1)c1c(O)n(C)c(=O)n(C)c1=O
→ 0, -8, -5, -8, 2, 8[fluorescence artefact?], -10, 9, -13
CN(C)C(=O)Nc1cccc(OC(=O)N(C)C)c1
→ 5, 5, 2, 5[fluorescence artefact?], 3, 1[fluorescence artefact?], 1, 10, 15
CC(=NCCc1ccccc1)c1c(O)[nH]c(=O)[nH]c1=O
→ -2, -1, -1, -1, 3, -1, ., 6, 9
COc1ccc(-c2nc3ccccc3c(=O)n2-c2ccc(OC)cc2)cc1
→ -3, 1, 1, -3, 2, -3, -3, 6, 1
CC1CN=C(NCc2ccncc2)S1 (stereo not given)
→ 6, -4, 8, -3[fluorescence artefact?], -3, 0, 6, 13, -18
COC(=O)[C@]12OC[C@]34C([C@@H](O)[C@@H]1O)[C@]1(C)CC(=O)C(O)=C(C)[C@@H]1C[C@H]3OC(=O)[C@H](O)[C@@H]24 (stereo not given in full)
→ 1, 1, ., -7, ., -3, -7, 8, -62
COc1ccc(OCC(=O)N2CCN(Cc3nc4cc([N+](=O)[O-])ccc4n3C)CC2)cc1
→ 5, -22, 1, -7[fluorescence artefact?], -1, 0, ., 10, .
COc1ccccc1Sc1ccccc1CC(C)N (stereo not given)
→ 8, -9, 0, 12, 0, 15[fluorescence artefact?], 6, 11, 7
O=S(=O)(c1ccc(Cl)cc1)N1CN2CCN(C2)C1
→ -11, -3, 5, 2, 0, -1, -1, -4, -27
O=C(O)C1CN2CCC1CC2 (stereo not given)
→ -11, -12, 3, 2, -2, 0, -10, -5, -5
COc1ccc(C(=O)O/N=C(/C(N)=O)P(=O)(OC(C)C)OC(C)C)cc1
→ 18, 0, 7, -5, -1, 3, 4, 10, -8
Cc1cc(C(=O)CS(=O)(=O)c2ccc(F)cc2)cc(C)c1OC(=O)N(C)C
→ -3, -10, -6, 8, 4, -1, -6, 2, -9
COc1cccc(C(=O)C2CCCN(Cc3cnn(C(C)C)c3)C2)c1 (stereo not given)
→ 0, 19, 1, -8, -3, -2, ., 6, -9
O=c1[nH]c(=O)n(CCc2ccccc2)c(O)c1C=NCCCn1ccnc1
→ 2, 9, 6, -3, 0, 6, -1, 3, -13
O=C1NC(=O)N(c2ccccc2)C(=O)/C1=C/c1ccc([N+](=O)[O-])s1
→ 0, 12, 8, 6, 1, 4, -18, 10, -15
O=C(COc1ccccc1)N1CCN(C/C=C/c2ccccc2)CC1
→ -9, 6, -4, -6, 1, -2, 4, 4, 3
CCC(=NCCC1=CCCCC1)c1c(O)[nH]c(=O)[nH]c1=O
→ -3, -14, 2, -5, 0, -16[fluorescence artefact?], -5, 20, -2
COc1ccc(N=Cc2c(O)n(-c3ccc(C)cc3)c(=O)[nH]c2=O)cc1
→ -5, -6, 5, -8, -3, -2, -10, 1, -4
CCN(CC)CCCOC(=O)C(OC(C)C)(c1ccccc1)c1ccccc1
→ -3, -5, -3, -7, 3, -3, -4, 4, 0
CCN1C(=O)C(=Cc2ccc(N3CCOCC3)o2)C(=O)N(CC)C1=S
→ 2, 0, 1, 5, 4, -4, i, 4, -21
c1cc2c(cc1[C@H]1OC[C@H]3[C@@H]1CO[C@@H]3c1ccc3c(c1)OCO3)OCO2
→ -4, -2, ., -3, ., 1, -12, 5, -6
CCOC(=O)c1c(NC(=O)c2c(N)n(CCCOC)c3nc4ccccc4nc23)sc2c1CCCC2
→ 8, 10, -4, 1, 1, 7, ., 19, -16
COC(=O)c1ccccc1OP1(=O)COc2ccccc2OC1
→ 5, -5, 3, -3, 1, 0, -8, 12, 2
CCOC(=O)c1c(-c2ccccc2)oc2ccc(OC(=O)N(C)C)cc12
→ -6, -2, -6, 9[fluorescence artefact?], -1, 4[fluorescence artefact?], 1, 13, -9
CCOC(=O)C1C(=O)NC23CCCC2C1c1ccccc1O3 (stereo not given)
→ -7, -7, 7, -6, -1, 2, -2, -2, -9
CCN(CC)CCN/N=C(\C)c1c(O)[nH]c(=O)[nH]c1=O
→ -4, -4, 8, 3, 0, 3, 18, 1, -6
CCOc1ccc(-c2cc(C)[n+](CCO)c(-c3ccc(OCC)cc3)c2)cc1
→ -4, -4, -3, 15, 0, 8, 10, 11, -25
C=CCn1c(=O)c(C=Nc2c(OC)cccc2[N+](=O)[O-])c(O)n(CCCC)c1=O
→ -4, -8, 0, 4[fluorescence artefact?], -3, 2[fluorescence artefact?], -40, 6, 27
COC(=O)C(O)(c1ccc(N(C)C(=O)c2ccc(Cl)c(Cl)c2)cc1)C(F)(F)F (stereo not given)
→ 2, -8, 0, -14, 2, 1, 10, 9, -18
O=C(Nc1ccc(Br)cc1)c1nn(C23CC4CC(CC(C4)C2)C3)cc1Br
→ -3, -7, 3, -12, -3, -8, -2, 7, -24
CCCCN1C(=O)NC(=O)C2(Cc3c(nc4ccccn4c3=O)N3CCc4ccccc4C32)C1=O (stereo not given)
→ 5, -1, -1, -11, -1, -5, 9, 10, -12

Of the compounds above, these contain fluorine.
Values run as follows: FXIa inh 1536, hK5 inh, p97 ATPase inh, 14-3-3 Bad inh, Wee1 degr inh, eIF4E-4G inh, Rad51 HR inh, FXIIa inh, Mdm2 ligase inh
CCOC(=O)C(O)(c1ccc(NC(=S)NC(=O)c2ccc(Cl)cc2Cl)c(C)c1)C(F)(F)F (stereo not given)
→ -7, -3, -9, 0[fluorescence artefact?], -2, -7, -4, 7, -15
Cc1c(C=O)c2ccccc2n1Cc1ccccc1F
→ -2, -6, 3, -2, -3, 2, ., 3, 13
Cn1cccc1CNCCc1ccc(F)cc1
→ -11, -11, 0, -6, -1, -7[fluorescence artefact?], -3, -2, .
Cc1cc(C(=O)CS(=O)(=O)c2ccc(F)cc2)cc(C)c1OC(=O)N(C)C
→ -3, -10, -6, 8, 4, -1, -6, 2, -9
COC(=O)C(O)(c1ccc(N(C)C(=O)c2ccc(Cl)c(Cl)c2)cc1)C(F)(F)F (stereo not given)
→ 2, -8, 0, -14, 2, 1, 10, 9, -18
